Screens (PubChem BioAssay)
RGS4-Gao reg: modulators of RGS4 binding to Galphao, primary screen, biochemical, multiplexed bead flow cytometry; Guanine nucleotide-binding protein G(o) subunit alpha (Homo sapiens), P09471; actives lie on both sides; binding response (% of control), % at 10 µM; hit rate 0.33% among 220,000; in the data active = binding response below about 49% or above about 150%; inactive = in between;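 also: fluorescent Galphao activated with aluminum fluoride binding bead-coupled RGS4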
Target sequence (P09471 whole entry, looked up): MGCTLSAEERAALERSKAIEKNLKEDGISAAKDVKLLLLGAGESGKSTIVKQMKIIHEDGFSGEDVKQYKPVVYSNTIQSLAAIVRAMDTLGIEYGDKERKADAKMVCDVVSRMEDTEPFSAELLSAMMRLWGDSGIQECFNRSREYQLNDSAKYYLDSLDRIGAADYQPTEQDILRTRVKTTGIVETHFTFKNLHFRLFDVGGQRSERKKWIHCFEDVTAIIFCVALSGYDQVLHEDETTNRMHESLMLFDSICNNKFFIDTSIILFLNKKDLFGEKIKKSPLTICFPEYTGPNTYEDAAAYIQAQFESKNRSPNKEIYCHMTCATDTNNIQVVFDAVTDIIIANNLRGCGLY
ABCB1 block: ABCB1 efflux pump inhibitors, primary screen, cell-based, multiplex, flow cytometry, ABCG2 counter-screen | hit rate 0.067% among 190,000 | AID 1326, 2008 | ATP-dependent translocase ABCB1 (Homo sapiens), P08183 | CCRF-Adr cells, JC-1 efflux | inhibition, % at 6.6 µM; in the data active = inhibition above about 40%;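 also: 0% = vehicle and 100% = reference inhibitor; higher value means more JC-1 retained so stronger ABCB1 efflux block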
ABCG2 block: ABCG2 efflux pump inhibitors, primary screen, multiplex with ABCB1, IgMXP3 cells, flow cytometry. Broad substrate specificity ATP-binding cassette transporter ABCG2 (Homo sapiens), Q9UNQ0. JC-1 efflux. inhibition, % at 6.6 µM. hit rate 0.1% among 190,000;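 active = inhibition above 80%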;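 also: 0% = DMSO and 100% = nicardipine control wells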
Target sequence (Q9UNQ0 whole entry, looked up): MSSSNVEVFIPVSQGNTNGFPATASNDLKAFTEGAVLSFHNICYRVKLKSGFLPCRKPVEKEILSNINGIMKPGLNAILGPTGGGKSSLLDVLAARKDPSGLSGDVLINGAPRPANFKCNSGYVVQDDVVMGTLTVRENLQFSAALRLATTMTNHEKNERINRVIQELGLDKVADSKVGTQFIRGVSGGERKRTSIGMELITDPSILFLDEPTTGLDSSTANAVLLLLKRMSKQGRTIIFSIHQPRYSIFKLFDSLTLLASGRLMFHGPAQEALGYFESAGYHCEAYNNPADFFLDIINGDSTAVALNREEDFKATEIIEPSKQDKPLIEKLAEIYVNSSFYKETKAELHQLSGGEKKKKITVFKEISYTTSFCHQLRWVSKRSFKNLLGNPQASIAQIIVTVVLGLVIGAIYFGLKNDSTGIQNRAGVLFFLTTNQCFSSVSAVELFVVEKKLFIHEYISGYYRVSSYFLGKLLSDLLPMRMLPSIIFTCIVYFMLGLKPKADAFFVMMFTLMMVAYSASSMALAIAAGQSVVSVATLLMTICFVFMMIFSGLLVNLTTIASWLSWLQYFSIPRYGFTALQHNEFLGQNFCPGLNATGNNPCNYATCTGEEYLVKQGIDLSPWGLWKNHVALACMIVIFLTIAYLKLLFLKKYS
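material = IgMXP3 (ABCG2) plus far-red-tagged CCRF-Adr (ABCB1) cells | amount = 3 million cells/mL, equal mix of both lines | also added = JC-1 transporter substrate | dosing = one concentration, 6.6 µM final | schedule = 10 min at 25 °C | measured by = flow cytometric JC-1 green MFI at 530 nm | read-out basis = percent efflux inhibition, scaled nicardipine 100% to DMSO 0%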
GSH bead fluor: compound fluorescence on glutathione beads, profiling panel, artefact control, biophysical, 488/530 nm, flow cytometry; GSH beads flow cytometry, compound fluorescence 488/530 nm; hits give high values; fluorescence (KMESF) at 10 µM; hit rate 0.25% among 190,000; in the data active = fluorescence above about 89;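 also: glutathione beads carrying GST-tagged Bcl family fusion proteins plus one bare bead set; values are compound well signal with DMSO vehicle wells as background; inactives centre near 16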
RGS8-Gao: RGS8-Galphao binding modulators, primary screen, biochemical, multiplexed bead flow cytometry | hit rate 0.34% among 220,000 | Guanine nucleotide-binding protein G(o) subunit alpha (Homo sapiens), P09471 | AID 1423, 2008 | response (percent of control binding), % at 10 µM | actives lie on both sides; in the data active = response below about 60% or above about 140%; inactive = in between;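 also: Galphao activated as the GDP aluminium fluoride complex binding bead-coupled RGS8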
RGS7-Gao reg: RGS7-Galphao binding modulators, primary screen, biochemical, multiplexed bead flow cytometry; actives lie on both sides; binding response (% of control), % at 10 µM; hit rate 0.35% among 220,000; AID 1439, 2008; Guanine nucleotide-binding protein G(o) subunit alpha (Homo sapiens), P09471; in the data active = binding response below about 49% or above about 150%; inconclusive = no clear call, values can overlap the other calls; inactive = in between;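 also: fluorescent Galphao held in activated GDP-AlF4 state binding bead-coupled RGS7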
Pf gametocyte: late stage P. falciparum gametocyte viability inhibitors, primary screen, ATP luminescence, HTS; hit rate 0.065% among 150,000; inhibition, % at 10.9 µM; P. falciparum stage V gametocytes, 24 h;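 active = inhibition above the mean plus 3 SD of compounds within the control limits, set per campaign, cut at about 38% in these data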;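 also: 0% = DMSO wells and 100% = medium only without gametocytes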
Avidin bead fluor: green autofluorescence of compounds with avidin beads – biophysical, 488/530 nm, flow cytometry, artefact control, profiling panel. compound fluorescence 488/530 nm; hits give high values. fluorescence (KMESF) at 10 µM. hit rate 0.38% among 220,000; in the data active = fluorescence above about 47; also: inactives centre near 10
Mcl1 Bid PPI: Mcl-1/Bid binding inhibitors, primary screen, biochemical, TR-FRET, 1536-well. Induced myeloid leukemia cell differentiation protein Mcl-1 (Homo sapiens), Q07820. TR-FRET Mcl-1/Bid-Dy647 peptide binding. inhibition, % at 21.7 µM. hit rate 0.97% among 220,000. AID 1021, 2008;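 active = compounds that cut the binding signal by more than half at the single screening dose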;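 also: His-tagged Mcl-1 with europium anti-His antibody binding Bid BH3 peptide; 0% = Mcl-1 plus peptide wells and 100% = peptide-only wells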
Mcl1-Noxa inh: Mcl-1/Noxa binding inhibitors, primary screen, biochemical, TR-FRET, 1536-well; AID 1022, 2008; Induced myeloid leukemia cell differentiation protein Mcl-1 (Homo sapiens), Q07820; TR-FRET Mcl-1/Noxa peptide binding, 2 h; inhibition, % at 21.7 µM; hit rate 1.5% among 220,000;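 active = compounds that cut the protein-peptide binding signal by more than 50% relative to plate controls in a single-dose test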;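 also: His-tagged Mcl-1 with rhodamine Noxa BH3 peptide and terbium anti-His antibody; 0% = Mcl-1 plus Noxa peptide wells and 100% = peptide-only wells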
Bim-Mcl-1: inhibitors of Bim peptide binding to Mcl-1, primary screen, biochemical, bead-based flow cytometry, multiplex; Bim peptide-Mcl-1 binding; Induced myeloid leukemia cell differentiation protein Mcl-1 (Homo sapiens), Q07820; inhibition, % at 10 µM; hit rate 0.1% among 190,000; in the data active = inhibition above about 40%;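 also: 0% = no compound tracer wells and 100% = peptide blocker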
* marks the source's active call; other numbers are inactive results; u = inconclusive; x = no result given.

The line under a structure holds: RGS4-Gao reg, ABCB1 block, ABCG2 block, GSH bead fluor, RGS8-Gao, RGS7-Gao reg, Pf gametocyte, Avidin bead fluor, Mcl1 Bid PPI, Mcl1-Noxa inh, Bim-Mcl-1
> O=C(NCc1ccccc1C(F)(F)F)C1CC(c2cccc(F)c2)=NO1 (stereo not given)
  101, x, x, x, 101, u, 11, 8, -28, -1, x
> Cc1cccc(NC(=O)CSc2ncnc3nc[nH]c23)c1C
  101, 0.7, 3, 22, 102, 99, x, 8, -61, 12, 0
> Cc1cccc(Nc2ncc3c(n2)CC(c2ccco2)CC3=O)c1 (stereo not given)
  98, 0.0, 3, 58, 97, 98, 14, 10, -35, -2, 2
> O=[N+]([O-])c1ccc(N2CCN(c3ccc(O)cc3)CC2)c(Cl)c1
  101, 8.0, 33, 20, 99, 100, 8, 12, -19, 65*, 0
> COc1ccc2[nH]c(-c3ccc(C)cc3)cc(=O)c2c1
  102, 0.8, 8, 16, 103, 99, x, 10, 13, 4, -4
> CN(C(=O)c1cc2nc(-c3ccco3)cc(C(F)(F)F)n2n1)C1CCCCC1
  39*, 1.0, 30, 31, 47*, 35*, x, 5, -7, 7, -7
> CCCNC(=S)Nc1ccc(S(N)(=O)=O)cc1
  100, 1.1, 4, 12, 102, 97, 6, 6, -82, 0, -2
> O=C(NNS(=O)(=O)c1ccc(F)cc1F)C1Cc2c(ccc3ccccc23)O1 (stereo not given)
  97, 0.4, 1, 29, 101, 96, -4, 15, 6, 11, -3
> O=C(O)C1CCN(c2ccc([N+](=O)[O-])cc2[N+](=O)[O-])CC1
  100, x, x, x, 100, u, 5, 6, -63, 24, x
> OCCNCc1cccc(OCc2ccc(Cl)cc2)c1
  100, 1.1, 11, 15, 102, u, -22, 9, -23, -5, 1

Ordered by the number under ABCG2 block (rising): three of the compounds above
canonical_smiles	ABCG2 block
CCCNC(=S)Nc1ccc(S(N)(=O)=O)cc1	4
COc1ccc2[nH]c(-c3ccc(C)cc3)cc(=O)c2c1	8
O=[N+]([O-])c1ccc(N2CCN(c3ccc(O)cc3)CC2)c(Cl)c1	33

Next results follow.
The line under a structure holds: RGS4-Gao reg, ABCB1 block, ABCG2 block, GSH bead fluor, RGS8-Gao, RGS7-Gao reg, Pf gametocyte, Avidin bead fluor, Mcl1 Bid PPI, Mcl1-Noxa inh, Bim-Mcl-1
> O=C1C(=O)N(c2ccccc2)c2ccccc21
  88, 0.2, 2, 26, 96, 87, -1, 5, -26, -1, 5
> CSC[C@@H]1NC(=S)N(c2ccc(C)cc2)C1=O
  96, -1.3, -7, 6, 98, 99, 4, 3, -65, 4, 0
> COc1nc(NCC(C)C)nc(Oc2ccc(OCc3ccccc3)nn2)n1
  101, 0.6, 6, 36, 101, 108, x, 17, -7, x, -4
> COCC1CCN(Cc2cn[nH]c2-c2cc(OC)c(OC)c(OC)c2)CC1
  94, 0.7, 15, 11, 96, 94, 0, 9, -16, 5, 0
> CCC(CC)C(=O)OCC(=O)Nc1ccc(S(=O)(=O)N2CCOCC2)cc1OC
  103, -0.6, 15, 55, 99, 102, 2, 8, -34, -12, -130
> Fc1ccc(CSc2nncn2NCc2ccc3c(c2)OCO3)cc1
  98, -0.1, 15, 30, 100, 99, 23, 14, -31, 19, -4
> O=C(Nc1nc2c(Cl)cccc2s1)c1ccc(Br)o1
  99, -0.1, 0, 5, 99, 100, 4, 7, -79, -317, -1
> COCCCNC(=O)C1CCN(c2nc(C)cc(C)n2)CC1
  101, 0.0, 1, 13, 101, 103, x, 38, 7, -41, 0
> Cn1cc(C(=O)N2CCc3ccccc32)cn1
  99, 0.3, 10, 13, 101, 100, x, 17, -22, 16, -4
> COCCCNC(=O)CN(c1cccc(Cl)c1)S(C)(=O)=O
  100, 1.1, 10, 20, 99, 97, 12, 25, 8, -10, 0
> COCCCNC(=S)N(Cc1ccccc1)Cc1ccc(F)cc1
  106, 0.8, 6, 13, 103, u, -9, 14, -3, 1, -1
> CSc1nnc(C)c(=O)n1COC(=O)c1ccccc1
  101, 0.7, 1, 7, 100, 100, -7, 20, -26, 3, 0
> Cc1cc(C)c(S(=O)(=O)N2C=CC(C(F)(F)F)=NCC2)c(C)c1
  106, -0.1, 12, 34, 106, 105, x, 10, -17, 20, -6
> COc1ccc(/C=N/N2CCN(c3ccccc3OC)CC2)cc1OC
  98, 0.1, 6, 38, 102, 98, -24, 20, -25, 9, 0
> COc1cc(NC(=O)COC(=O)c2n[nH]c3ccccc23)c(C)cc1[N+](=O)[O-]
  106, -0.5, 3, 15, 100, 130, -21, 27, -31, 21, 4
> Cc1cc(OCCN2CCOCC2)nc2ccccc12
  100, 0.6, 0, 14, 100, 100, 7, 9, 9, 17, 0
> O=C(O)c1cccc(Cl)n1
  98, x, x, x, 100, u, 7, 6, -7, 29, x
> CCCC(=O)Nc1cc(=O)[nH]c2ncnn12
  102, 0.4, 15, 24, 94, 101, 0, 8, 6, -10, 0
> O=C(NN1C(=O)/C(=C/C=C/c2ccco2)SC1=S)c1ccccc1O
  96, x, x, x, 96, u, -16, 4, 60*, 101*, x
> Nn1c(SCc2nc3ccccc3[nH]2)nnc1-c1cccnc1
  95, 0.3, 0, 10, 101, 95, 10, 13, -34, 13, 0
> O=C(NC(=O)N1CCOCC1)c1ccccc1
  102, 0.2, 2, 10, 104, 100, -8, 4, -16, 9, -8
> COc1ccc(C(=O)NC2CCN(S(=O)(=O)Cc3ccccc3)CC2)c(OC)c1
  107, 0.5, 3, 53, 104, 101, x, 9, -33, -13, 4
> CC(=O)N(Cc1ccc(F)cc1)c1cccc(C)c1C
  103, 0.6, 2, 15, 100, 103, -7, 7, -20, 1, 1
> Cc1ccc(-c2cc(-c3ccc(C)o3)nc(N)c2C#N)cc1
  103, 0.1, 0, x, 101, 98, x, 10, -27, 42, 37
> COc1ccccc1C(OC(=O)c1ccco1)C(=O)NC(C)(C)C (stereo not given)
  97, 0.6, 2, 14, 98, 101, x, 23, -10, -8, -5
> CCOc1ccccc1NC(=O)Cn1c(C)cc(COC)c(C#N)c1=O
  91, 0.3, 1, 47, 99, 91, x, 13, -10, -7, 0
> Cc1nc2ccccc2nc1N/N=C/c1ccc(O)cc1O
  103, x, x, x, 102, u, -4, 8, -87, -26, x
> Cn1c(NC(=O)c2ccc(S(=O)(=O)N3CCOCC3)cc2)cc(=O)n(C)c1=O
  103, 0.3, 11, 11, 101, 102, -17, 11, -16, 10, -4
> CCNC(=O)/C=C/c1ccccc1[N+](=O)[O-]
  95, -0.2, 0, 16, 99, 94, x, 8, -6, 0, -3
> CC1CCc2sc(C(=O)NN=C3CCC(c4ccccc4)CC3)cc2C1 (stereo not given)
  101, -0.2, 0, 6, 101, 104, x, 2, -12, 5, -2
> Cc1c(CCC(=O)O)c(=O)oc2cc(O)ccc12
  101, 0.1, -2, 24, 100, 98, 23, 35, -10, 0, -1
> Cc1cc(NS(=O)(=O)c2ccc(NC(=O)c3ccoc3C)cc2)nc(C)n1
  98, 0.3, 1, 10, 100, 99, x, 10, -11, 25, 3
> c1cncc(C(c2nnnn2C2CCCC2)N2CCN(Cc3ccc4c(c3)OCO4)CC2)c1 (stereo not given)
  98, 0.6, 2, 17, 100, 95, x, 7, -2, 13, -2
> CCn1c(SCC(=O)NCCc2ccc(F)cc2)nnc1-c1cccs1
  112, -2.8, -4, 23, 101, 109, x, 21, -16, -10, 0
> CC(=O)Nc1nc2ccccc2n1CCN1CCOCC1
  95, -0.6, 2, 15, 99, 92, x, 7, -11, -22, -5
> CCOc1ccccc1N1CCN(c2nc(N)c(C#N)c(CC#N)c2C#N)CC1
  103, 1.1, 3, 38, 99, 98, x, 11, -10, 22, -8
> CC1=[N+](C)N(c2ccccc2)C(=O)C1N=C/C=C/c1ccccc1 (stereo not given)
  98, x, x, x, 99, u, 15, 7, -29, 8, x
> Nc1nnc(SCC(=O)NC2CCCCC2)s1
  106, -0.2, -1, 15, 103, 106, -20, 11, -4, 0, -6

Part of the list above in a different format:
SMILES: c1cncc(C(c2nnnn2C2CCCC2)N2CCN(Cc3ccc4c(c3)OCO4)CC2)c1 (stereo not given)
  RGS4-Gao reg = 98
  ABCB1 block = 0.6
  ABCG2 block = 2
  GSH bead fluor = 17
  RGS8-Gao = 100
  RGS7-Gao reg = 95
  Pf gametocyte = x
  Avidin bead fluor = 7
  Mcl1 Bid PPI = -2
  Mcl1-Noxa inh = 13
  Bim-Mcl-1 = -2
SMILES: CCn1c(SCC(=O)NCCc2ccc(F)cc2)nnc1-c1cccs1
  RGS4-Gao reg = 112
  ABCB1 block = -2.8
  ABCG2 block = -4
  GSH bead fluor = 23
  RGS8-Gao = 101
  RGS7-Gao reg = 109
  Pf gametocyte = x
  Avidin bead fluor = 21
  Mcl1 Bid PPI = -16
  Mcl1-Noxa inh = -10
  Bim-Mcl-1 = 0
SMILES: CC(=O)Nc1nc2ccccc2n1CCN1CCOCC1
  RGS4-Gao reg = 95
  ABCB1 block = -0.6
  ABCG2 block = 2
  GSH bead fluor = 15
  RGS8-Gao = 99
  RGS7-Gao reg = 92
  Pf gametocyte = x
  Avidin bead fluor = 7
  Mcl1 Bid PPI = -11
  Mcl1-Noxa inh = -22
  Bim-Mcl-1 = -5
